# Compound activity (PubChem BioAssay)
# NR2E3 ag-1: human photoreceptor-specific nuclear receptor agonism; Q9Y5X4; CHO-S Gal4-NCOR/VP16-NR2E3 two-hybrid, luciferase; inhibition of corepressor binding, % at 3.98 µM; AID 602229; actives 0.35% (n = 360,000);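 active means inhibition above the mean of all tested compounds plus 3 SD, cut at about 70% in these data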;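 further: 0% = DMSO with NR2E3 transfected cells and 100% = cells lacking NR2E3 construct; higher means lower luciferase signal from less NR2E3 corepressor binding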
# Target sequence (Q9Y5X4 whole entry, looked up, the tested form may be a part): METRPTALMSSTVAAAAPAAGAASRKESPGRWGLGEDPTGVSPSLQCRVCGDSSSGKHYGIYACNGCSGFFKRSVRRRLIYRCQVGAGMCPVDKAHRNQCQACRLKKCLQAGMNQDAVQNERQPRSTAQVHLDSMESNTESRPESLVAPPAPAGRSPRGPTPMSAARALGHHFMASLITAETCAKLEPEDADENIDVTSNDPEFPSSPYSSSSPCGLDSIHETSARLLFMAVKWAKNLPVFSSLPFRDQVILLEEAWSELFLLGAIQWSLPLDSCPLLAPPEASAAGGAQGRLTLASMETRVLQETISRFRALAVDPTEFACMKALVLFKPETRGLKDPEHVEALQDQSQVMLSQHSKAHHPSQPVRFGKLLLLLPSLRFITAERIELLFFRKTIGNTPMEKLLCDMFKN
# PDI turbidity: blocks human protein disulfide isomerase activity; P07237; PDI insulin aggregation turbidity, A650, 90 min; inhibition, % at 10 µM; actives 0.052% (n = 350,000);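 active means mean inhibition across replicates of 30% or more, whatever share of single replicates reach that level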;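 further: absorbance from insulin aggregation driven by PDI reduction with DTT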
# Target sequence (P07237 whole entry, looked up): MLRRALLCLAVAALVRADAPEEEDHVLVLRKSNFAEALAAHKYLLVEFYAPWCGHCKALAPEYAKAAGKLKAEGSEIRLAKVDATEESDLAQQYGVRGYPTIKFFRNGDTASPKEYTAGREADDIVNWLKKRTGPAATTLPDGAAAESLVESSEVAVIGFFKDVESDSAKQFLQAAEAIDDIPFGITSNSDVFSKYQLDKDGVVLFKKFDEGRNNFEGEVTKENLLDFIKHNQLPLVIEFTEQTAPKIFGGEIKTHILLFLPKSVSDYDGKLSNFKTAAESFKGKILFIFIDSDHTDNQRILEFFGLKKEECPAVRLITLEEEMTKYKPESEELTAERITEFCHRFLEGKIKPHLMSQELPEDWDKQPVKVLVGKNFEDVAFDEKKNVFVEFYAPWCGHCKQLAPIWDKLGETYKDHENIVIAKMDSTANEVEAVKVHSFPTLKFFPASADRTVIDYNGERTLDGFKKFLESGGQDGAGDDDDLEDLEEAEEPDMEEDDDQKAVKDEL
# CaV13 FRET inh: Disruptors of the CACNA1D IQ motif to Ca2+-dependent inactivation inhibitor domain association, primary screening, Förster resonance energy transfer in intact living … | actives 0.098% (n = 340,000) | HEK cells, CFP/YFP FRET ICDI-IQ, plate reader, 10 min; percent FRET-ratio fall versus neutral wells | inhibition, % at 12.3 µM;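 active means mean replicate inhibition of at least 30% and at least 1% of replicates passing that level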;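 further: 0% = median of the neutral control wells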
# Vif inh: blocks HIV Vif function | actives 0.35% (n = 340,000) | inhibition, % at 7.49 µM | HEK293T cells, Vif self-association by quenched fluorescence, imaging, 24 h; in the data active means inhibition above about 50%, passing the limit was not always enough; further: some results filed as inactive read as strong as hits
# aDG glyco act: alpha-DG glycosylation activation; actives 0.22% (n = 360,000); Pro5-aDG cells, alpha-DG glycosylation AlphaScreen (IIH6); 0% Pro5, 100% B10-LARGE cell signal; activation, % at 10 µM;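 active means activation of at least 8% versus controls, or a plate z-score of at least 8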;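 further: Pro5 are CHO cells carrying HIG-tagged alpha-DG that lacks glycosylation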
# TRPM1 prom inh: reduces MITF-dependent TRPM1 promoter luciferase signal; AID 488899; actives 0.83% (n = 330,000); SK-MEL-5 TRPM1 promoter luciferase, 24 h; inhibition, % at 12.5 µM;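 active means mean inhibition across replicates of 60% or more, whatever share of single replicates reaches that level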; further: values of inactives mirror those of a sister screen read the other way
# HIF-2a inh: HIF-2a inhibition; 786-0 RCC cells HIF-2a reporter, luciferase luminescence, overnight; actives 0.72% (n = 360,000); inhibition, % at 18.8 µM; AID 624352;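 active means inhibition of the luminescence signal of 40% or more relative to plate controls, in a single-dose primary screen at 18.75 µM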
# iPSC survival up: hiPSC single-cell survival enhancement. ATPlite luminescence; 100% = ROCK inhibitor wells, 0% = DMSO. actives 0.044% (n = 360,000). survival enhancement, % at 20 µM. AID 602274; in the data active means survival enhancement above about 18%;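 further: cells exposed to compounds for 16 hours before the ATP read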
# Granule exo inh: blocks lytic granule exocytosis. TALL-104 LAMP-1 surface exposure, flow cytometry; cells stimulated with thapsigargin and PMA. inhibition, % at 10 µM. actives 0.66% (n = 360,000);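 active means inhibition above about 55%, limit read from the data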
# Peg3 promoter: Peg3 promoter activity inhibition; HeLa PEG-Prom luciferase reporter, luminescence, overnight; AID 588405; actives 1.7% (n = 360,000); inhibition, % at 20 µM;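 active means inhibition of at least 50% at 20 µM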
# NR2E3 ag-2: NR2E3 (human) agonism; Q9Y5X4; GST-NR2E3/biotin-RetCOR TR-FRET, 1536-well; inhibition of corepressor binding, % at 4.78 µM; actives 0.12% (n = 320,000); AID 2300;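 active means percent inhibition above the cutoff of mean plus 3 SD of all tested compounds, set per screening campaign, cut at about 20% in these data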;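 further: 0% = DMSO wells and 100% = biotin wells as full block of FRET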
#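 System: GST-tagged NR2E3 plus biotinylated RetCOR corepressor; Buffer or medium: pH 7.5 Tris-based buffer; Probe or stimulus: RetCOR corepressor, biotinylated, 7 nM; Doses: compound at 4.8 µM, single dose; Schedule: 5 h incubation at 4 °C; Technique: time-resolved FRET; Evaluation: percent inhibition of TR-FRET ratio; Replication: one well per compound, singlicate testing.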
# Active calls of the source: *; x = no result given.
SMILES,NR2E3 ag-1,PDI turbidity,CaV13 FRET inh,Vif inh,aDG glyco act,TRPM1 prom inh,HIF-2a inh,iPSC survival up,Granule exo inh,Peg3 promoter,NR2E3 ag-2
Cc1cccc(OCc2nc(C#N)c(N3CC(C)CC(C)C3)o2)c1 (stereo unspecified),4,x,-2,4,-0.1,0,-1,3.7,-3,22,5
O=C(NCCN1CCN(Cc2ccccc2)CC1)c1ccc(CS(=O)(=O)c2c(Cl)cccc2Cl)o1,-21,-6,-5,-6,-0.4,x,5,0.1,9,11,x
O=C1CC(N2CCOCC2)C(=O)N1CCc1ccccc1 (stereo unspecified),-3,-6,-2,16,-0.2,-6,8,-1.8,-1,7,-2
CC(C)(Oc1ccc(Cl)cc1)C(=O)Nc1cccnc1,-19,-13,-5,-4,-0.1,0,10,-2.3,-1,3,0
O=C1CCC/C=C/C[C@H](CC(=O)N(CCO)Cc2ccccc2)C(=O)N[C@@H](Cc2ccccc2)CO1,3,7,-6,-5,-0.1,9,3,5.1,4,1,x
O=C(CN1C(=O)NC2(CCCCCC2)C1=O)N1CCCCC1,-21,-2,-5,20,0.2,3,-4,0.5,0,3,1
CO/N=C/C(c1ncc(C(F)(F)F)cc1Cl)S(=O)(=O)c1ccccc1 (stereo unspecified),0,2,-7,7,-0.3,-9,-6,-0.5,-2,3,-5
COc1ccccc1OCC(=O)NCCC1=CCCCC1,0,1,-5,-2,0.4,5,4,-0.9,0,-12,3
COc1ccc(CN2C(=O)NC3(CCCC3)C2=O)cc1F,-22,0,6,1,-0.2,-3,6,1.1,-1,0,5
CCOC1=CC2=C(C(=O)C(Cl)=CC2=O)[C@@H]2CN(S(=O)(=O)c3ccc(C)cc3)[C@@H](c3ccccc3)[C@H]12,-7,x,-6,-1,-0.2,x,57*,-4.9,98*,49,x
CCOc1ccc(-n2c(=O)[nH]c3sc4c(c3c2=O)CCCC4)cc1,-40,0,-15,-6,-0.2,-4,19,-0.4,-4,17,2
Cc1ccc([C@@H]2[C@@H]3C(=O)N(C)C(=O)[C@@H]3[C@@H]3C(=O)Nc4ccccc4C(=O)N23)cc1,8,3,-11,x,0.0,4,3,-2.8,2,15,3
CCOc1ccc(C2C3=C(Nc4nc(N)[nH]c(=O)c42)c2ccccc2C3=O)cc1 (stereo unspecified),-19,-1,-4,-3,-0.3,5,16,-0.3,5,16,-1
CCOc1cc2c(cc1OCC)C(c1ccccc1)N(c1ccc(C(=O)O)cc1)C(=O)C2 (stereo unspecified),-15,0,-3,-8,0.0,-9,14,-0.8,-8,10,-3
Cc1cc(-c2ccc(Cl)cc2)n2ncnc2n1,3,3,-21,10,0.0,x,7,0.2,2,4,-2
C/C(=N\NC(=O)Cc1c(F)cccc1Cl)c1cccnc1,-20,-5,x,8,0.2,-4,6,0.3,-4,-1,x
O=C(NCC1CCCO1)c1ccccc1-c1nc(-c2ccccc2Cl)no1 (stereo unspecified),-4,-3,4,-9,-0.1,-9,-86,1.0,6,-25,1
CC(=O)Nc1cccc(Oc2nc(NC(C)C)nc3cc(-c4ccccc4)sc23)c1,-101,-1,-6,-2,-0.2,x,-257,-0.8,22,-119,x
O=C(NCCOc1ccccc1)c1cc(C(=O)NCCOc2ccccc2)cc([N+](=O)[O-])c1,-25,5,-5,3,2.4,-13,16,-0.9,29,9,3
Cc1c(NC(=O)COC(=O)C2=COCCO2)cccc1[N+](=O)[O-],0,0,-7,-13,-0.2,-6,13,-0.7,-2,-10,2
Cc1nc(CNS(=O)(=O)c2cccc(F)c2)cs1,-6,0,-4,x,0.0,0,4,1.5,2,9,1
Cc1cc(N2CCOCC2)c2c(N)c(C)cc(C)c2n1,-16,2,-4,-6,0.2,-12,17,-0.5,-2,-2,-6
COc1cc(CCNC(=O)c2ccccc2NC(=O)C2=C(C)OCCS2)cc(OC)c1OC,10,5,-3,8,0.0,2,8,-0.4,21,19,-1
CC(=O)Nc1ccc(C(=O)NCC2(N3CCCCC3)CCCCC2)cc1,-2,-2,-2,1,-0.2,4,12,0.1,-1,16,-1
CCOc1cc(/C=N/Nc2nc(Nc3ccccc3)nc(N3CCCCC3)n2)ccc1OCC(=O)O,1,-15,-2,3,0.2,2,19,0.6,13,21,-1
O=C(COc1ccc(Cl)cc1)OCC(=O)c1ccc[nH]1,-16,-3,-16,0,-0.1,x,5,-0.5,7,7,2
CC1CC(C)CN(C(=O)Cn2c(=O)n(CCCC(=O)NCc3ccco3)c(=O)c3sccc32)C1 (stereo unspecified),0,7,-3,12,-0.1,-8,10,-0.6,-7,12,1
N#CCc1ccc(OCCCN2CCC(C(O)(c3ccccc3)c3ccccc3)CC2)cc1,15,x,-6,x,1.1,x,-36,-0.5,10,x,x
Cc1cc(NC(=O)c2ccccc2F)ncc1NC(=O)c1cccs1,-55,-1,-5,7,0.5,-57,-167,1.1,-2,-119,-1
COc1cccc(CNC(=O)C2(C)CCCN2C(=O)C(C)C)c1 (stereo unspecified),-4,-1,-5,x,-0.3,x,13,5.8,-5,5,x
CCCc1nn(C)c(C(N)=O)c1[N+](=O)[O-],-11,-8,-7,-1,-0.5,17,20,1.3,-2,4,3
CN(C)NC(=S)Nc1ccc(S(=O)(=O)N2CCCCC2)cc1,8,-1,-4,4,-0.1,2,16,-0.2,-3,14,-3
C[C@@H](C(=O)Nc1cccnc1)n1c(=O)[nH]c2ccccc2c1=O,-31,-6,-2,9,-0.2,-1,0,-0.2,2,-3,2
COCCCNCCOCCOc1c(OC)cccc1OC,-9,17,x,-6,-0.1,7,21,-1.8,-1,6,-2
COc1ccc(/C=C2/CCc3ccccc3C2=O)cc1OC,-21,-6,-3,-11,0.8,-18,-126,-1.7,3,-199,0
O=C(O)c1cccc(N2C(=O)c3cc4cccc(Br)c4cc3C2=O)c1,-9,-3,-3,-8,0.0,5,22,-0.8,-10,-6,15

# Pulled by structure from the list above (five):
SMILES,NR2E3 ag-1,PDI turbidity,CaV13 FRET inh,Vif inh,aDG glyco act,TRPM1 prom inh,HIF-2a inh,iPSC survival up,Granule exo inh,Peg3 promoter,NR2E3 ag-2
C[C@@H](C(=O)Nc1cccnc1)n1c(=O)[nH]c2ccccc2c1=O,-31,-6,-2,9,-0.2,-1,0,-0.2,2,-3,2
N#CCc1ccc(OCCCN2CCC(C(O)(c3ccccc3)c3ccccc3)CC2)cc1,15,x,-6,x,1.1,x,-36,-0.5,10,x,x
COCCCNCCOCCOc1c(OC)cccc1OC,-9,17,x,-6,-0.1,7,21,-1.8,-1,6,-2
CCOc1cc(/C=N/Nc2nc(Nc3ccccc3)nc(N3CCCCC3)n2)ccc1OCC(=O)O,1,-15,-2,3,0.2,2,19,0.6,13,21,-1
CN(C)NC(=S)Nc1ccc(S(=O)(=O)N2CCCCC2)cc1,8,-1,-4,4,-0.1,2,16,-0.2,-3,14,-3

# Entries of single compounds, quoted from the list.
# Cc1c(NC(=O)COC(=O)C2=COCCO2)cccc1[N+](=O)[O-] is entered as NR2E3 ag-1 = 0; PDI turbidity = 0; CaV13 FRET inh = -7; Vif inh = -13; aDG glyco act = -0.2; TRPM1 prom inh = -6; HIF-2a inh = 13; iPSC survival up = -0.7; Granule exo inh = -2; Peg3 promoter = -10; NR2E3 ag-2 = 2
# O=C(O)c1cccc(N2C(=O)c3cc4cccc(Br)c4cc3C2=O)c1 is entered as NR2E3 ag-1 = -9; PDI turbidity = -3; CaV13 FRET inh = -3; Vif inh = -8; aDG glyco act = 0.0; TRPM1 prom inh = 5; HIF-2a inh = 22; iPSC survival up = -0.8; Granule exo inh = -10; Peg3 promoter = -6; NR2E3 ag-2 = 15

# More results follow.
SMILES,NR2E3 ag-1,PDI turbidity,CaV13 FRET inh,Vif inh,aDG glyco act,TRPM1 prom inh,HIF-2a inh,iPSC survival up,Granule exo inh,Peg3 promoter,NR2E3 ag-2
O=C(CSc1nc2c(c(=O)n1-c1ccc(Cl)cc1)SCC2)Nc1nccs1,15,-2,-4,-24,0.0,16,19,4.6,5,18,1
COc1ccc(-c2nnc(SCC(=O)NCc3cccs3)n2C)cc1,11,15,-4,-5,-0.3,2,1,-1.6,-1,17,0
CCCCC(=O)N(C)c1c(C)nc2ccc(C(=O)NCCN(C)C)cn12,4,-6,-6,1,-0.2,x,8,0.7,1,9,x
COCCCC1CCN(C(=O)C2CCC(=O)N(Cc3cccc(F)c3)C2)CC1 (stereo unspecified),-9,-3,-15,-3,0.2,-7,0,0.5,-3,-5,-1
CC(=O)c1cccc(NC(=O)/C(=C/c2ccncc2)NC(=O)c2ccccc2)c1,-36,-6,-3,2,0.0,2,15,0.0,-5,-2,-1
CCOCCN(C=O)c1cccc(OC)c1,2,7,-4,7,0.1,0,10,0.5,-2,6,0
Cc1sc2nc(CN(C(=O)NC3CCCCC3)C3CCCCC3)[nH]c(=O)c2c1C,-8,-2,x,1,0.9,20,13,-0.6,1,50*,0
CCCN(CC(=O)Nc1ccccc1C)C(=O)C1CCN(S(=O)(=O)c2cccc(C(F)(F)F)c2)CC1,12,-1,-5,7,0.0,-5,-1,-0.5,13,-8,-5
CNC(=S)N1N=C(c2ccc(C)cc2)CC1c1ccc(Br)cc1 (stereo unspecified),-9,5,-8,9,0.0,-27,-93,-2.1,-2,-45,2
Cn1c(SCC(=O)c2ccc(O)c(O)c2)nnc1-c1ccccc1,-12,5,-3,6,0.0,1,6,0.8,-4,-1,x
O=C(Cn1cncn1)N/N=C/c1ccccc1Cl,-19,2,-5,3,0.0,-7,15,-0.2,0,4,2
COc1cc2c(cc1OC)-c1nnc(C)n1C(C)(C)C2,3,1,-8,17,-0.1,4,17,6.4,2,0,0

# Reformatted tab-delimited: two of the compounds above
Compound	NR2E3 ag-1	PDI turbidity	CaV13 FRET inh	Vif inh	aDG glyco act	TRPM1 prom inh	HIF-2a inh	iPSC survival up	Granule exo inh	Peg3 promoter	NR2E3 ag-2
CC(=O)c1cccc(NC(=O)/C(=C/c2ccncc2)NC(=O)c2ccccc2)c1	-36	-6	-3	2	0.0	2	15	0.0	-5	-2	-1
Cn1c(SCC(=O)c2ccc(O)c(O)c2)nnc1-c1ccccc1	-12	5	-3	6	0.0	1	6	0.8	-4	-1	x

# Next section.
SMILES,NR2E3 ag-1,PDI turbidity,CaV13 FRET inh,Vif inh,aDG glyco act,TRPM1 prom inh,HIF-2a inh,iPSC survival up,Granule exo inh,Peg3 promoter,NR2E3 ag-2
COc1cccc(CCC(=O)O)c1OC,-12,2,x,8,0.4,6,8,-2.1,0,5,1
CN1CCN(C(=S)c2cn(Cc3ccc(F)cc3)c3ccccc23)CC1,4,5,-5,-6,0.7,-2,9,-0.5,-3,16,4
COc1cc(/C=N/NC(=O)c2cn(-c3cccc(C)n3)cn2)ccc1O,1,-6,-6,0,-0.3,-5,6,-0.7,3,5,0
Cc1nn(-c2ccccc2)c(C)c1C(=O)OCC(=O)Nc1ccc2c(c1)OCO2,-11,-4,-4,1,0.1,-2,-13,9.4,-1,-2,-1
N#C/C(=C/c1cn(CC(=O)O)c2ccccc12)c1ccc(F)cc1,-9,-5,-4,0,-0.3,4,19,-0.7,-3,5,-2
